PHOSPHO1 block – PubChem AID 1565 | Phosphoethanolamine/phosphocholine phosphatase (Homo sapiens), Q8TCT1 | recombinant PHOSPHO1, absorbance phosphatase assay | inhibition, % at 13.3 µM | 290,000 tested, 1.1% active; in the data active = inhibition above about 60%
Target sequence (Q8TCT1 whole entry, looked up): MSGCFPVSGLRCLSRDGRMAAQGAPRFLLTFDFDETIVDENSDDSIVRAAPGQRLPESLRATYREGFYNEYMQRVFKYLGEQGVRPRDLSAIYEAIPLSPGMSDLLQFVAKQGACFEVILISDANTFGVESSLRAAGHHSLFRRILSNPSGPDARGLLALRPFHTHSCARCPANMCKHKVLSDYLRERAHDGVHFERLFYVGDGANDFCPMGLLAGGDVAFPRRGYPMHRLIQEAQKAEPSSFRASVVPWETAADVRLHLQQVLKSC
p-CIP stab down – p/CIP-EGFP fusion destabilizers, primary screen, fluorescence, F442A cells; AID 1984, 2009; decrease of EGFP signal, % at 10 µM; 290,000 tested, 0.01% active; 16 h;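 active = EGFP signal decrease of at least 30% at 10 µM or well 3 SD below plate mean, unless failing retest; inactive = the rest, including hits failing retest or dose response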; also: some compounds called inactive have numbers as strong as hits; many of its hits are not listed in these tables
CRFBP-R2 agonist – agonists of CRF-BP/CRF-R2 complex, primary screen, cell-based, HEK293, calcium dye fluorescence, uHTS | CRF-binding protein / CRF receptor 2 complex (human) | calcium dye fluorescence (FLIPR); percent of saturating CRF peptide response | activation, % at 13.2 µM | 350,000 tested, 0.46% active | AID 588473, 2011;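 active = activation of at least 50%, plus an integration ratio under a set limit after plate pattern correction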;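 also: plate controls were neutral control wells without compound for no effect and CRF at EC100 for full effect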
CHRM4 PAM – human M4 muscarinic receptor positive allosteric modulators, primary screen, CHO-K1 cells, Fluo-8 calcium fluorescence; CHO-K1 hM4/Gqi5, ACh EC20; 0% = ACh EC20, 100% = maximal ACh; activation, % at 3 µM; 360,000 tested, 0.4% active; AID 624126, 2012;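 active = activation above its plate's cutoff, the mean activation of sample wells plus 3 SD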; also: some results filed as inactive read as strong as hits
Target sequence (P08173 whole entry, looked up): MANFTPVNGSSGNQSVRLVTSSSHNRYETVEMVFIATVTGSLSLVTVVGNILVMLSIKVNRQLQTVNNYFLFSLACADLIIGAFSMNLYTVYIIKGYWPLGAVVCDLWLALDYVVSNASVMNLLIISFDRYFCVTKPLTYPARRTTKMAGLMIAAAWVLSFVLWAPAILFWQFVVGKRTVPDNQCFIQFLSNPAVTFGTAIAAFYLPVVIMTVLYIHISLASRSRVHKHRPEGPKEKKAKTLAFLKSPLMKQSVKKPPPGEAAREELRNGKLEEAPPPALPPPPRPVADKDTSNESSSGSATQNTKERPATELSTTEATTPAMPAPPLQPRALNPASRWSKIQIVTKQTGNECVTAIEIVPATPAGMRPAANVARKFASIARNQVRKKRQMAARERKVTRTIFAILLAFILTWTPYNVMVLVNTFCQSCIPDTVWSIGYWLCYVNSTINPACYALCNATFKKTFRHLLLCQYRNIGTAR
IDE act – human IDE activators in live cells, primary screen, fluorescence polarization, HEK cells, FAbeta-B substrate. Insulin-degrading enzyme (Homo sapiens), P14735. FAbeta-B cleavage; 0% vehicle, 100% cell-free pure enzyme wells. activation, % at 5.96 µM. 340,000 tested, 0.073% active. AID 493087, 2011;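 active = activation above the mean of all tested compounds plus 3 SD, set per screening campaign, cut at about 17% in these data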
MEKK3 PB1 HTS – modulators of MEKK3-MEK5 PB1 binding, primary screen, biochemical, wildtype MEKK3, multiplex bead flow cytometry, Alexa488-MEK5; binding response (% of control), % at 10 µM; AID 1529, 2009; Mitogen-activated protein kinase kinase kinase 3 (Homo sapiens), Q99759; 290,000 tested, 1.4% active; bead-based flow cytometry, Alexa488-MEK5 binding to MEKK3; actives lie on both sides; 0 = blocked by unlabeled MEK5, 100 = vehicle;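 active = binding response more than 3 SD above or below the average of its plate-row segment, actives on both sides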;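 also: Alexa488 bead fluorescence after subtracting the streptavidin-only scavenger bead signal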
IDE inh – human IDE inhibitors in live cells, primary screen, fluorescence polarization, HEK cells, FAbetaB substrate | Insulin-degrading enzyme (Homo sapiens), P14735 | FAbetaB cleavage | inhibition, % at 5.59 µM | 320,000 tested, 0.41% active | AID 434962, 2010;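 active = percent inhibition above the average of all tested compounds plus 3 SD, set per screening campaign, cut at about 16% in these data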;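 also: IDE supplied by intact live HEK cells; FP after avidin binding of uncleaved biotin substrate so inhibition keeps polarization high; 0% = DMSO wells and 100% = 60 µM reference IDE inhibitor Ii1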
CRFR2-BP antag – antagonists of CRF-BP/CRF-R2 complex, primary screen, cell-based, HEK293, calcium dye fluorescence, uHTS | CRF-induced calcium fluorescence | inhibition, % at 11.8 µM | 350,000 tested, 0.59% active | AID 588475, 2011;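 active = inhibition of the ligand-induced calcium signal above about 50% at the single tested concentration, limit read from the data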
GalR3 antagonist – GalR3 antagonists in HEK293 cells, primary screen, cell-based, fluorescence readout. Galanin receptor type 3 (Homo sapiens), O60755. HEK293 GalR3-CNG cAMP membrane potential fluorescence; galR3 body fused to GalR1 C-terminus. inhibition, % at 3 µM. 360,000 tested, 0.44% active;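 active = inhibition above the screen-wide average plus 3 SD, cut at about 13% in these data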;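 also: forskolin and galanin both at EC90 stimulate the cells; cAMP rise reported by CNG channel membrane potential dye signal; 0% = forskolin plus galanin with DMSO and 100% = forskolin alone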
Target sequence (O60755 1-299 limits assumed): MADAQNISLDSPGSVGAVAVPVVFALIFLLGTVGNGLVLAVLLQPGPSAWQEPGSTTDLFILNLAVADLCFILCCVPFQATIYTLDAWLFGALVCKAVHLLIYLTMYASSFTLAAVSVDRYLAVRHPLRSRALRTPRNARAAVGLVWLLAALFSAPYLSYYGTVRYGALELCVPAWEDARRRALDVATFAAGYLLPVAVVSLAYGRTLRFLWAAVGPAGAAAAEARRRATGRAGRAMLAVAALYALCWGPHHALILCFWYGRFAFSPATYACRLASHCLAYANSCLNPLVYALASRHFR
An asterisk follows results filed as active; · = not tested or not shown.

SMILES | PHOSPHO1 block | p-CIP stab down | CRFBP-R2 agonist | CHRM4 PAM | IDE act | MEKK3 PB1 HTS | IDE inh | CRFR2-BP antag | GalR3 antagonist
Cc1cc(C)c2nc(-c3ccccn3)cc(C(=O)Nc3cc(C)on3)c2c1 | -3 | -5 | 1.1 | 3 | -7 | 102 | -4 | -2 | 2
COc1ccc(-c2nc(CC(=O)O)cs2)cc1 | -12 | -2 | -0.4 | 0 | -3 | 107 | 4 | 10 | -2
CC(C)NC(=O)c1sc2nc3c(c(-c4cccs4)c2c1N)CN(C)CC3 | 63* | -5 | 5.9 | 16 | 3 | 101 | -2 | 2 | 6
CC(C)Oc1ccc(C(=O)NC(=S)Nc2ccc(CN3CCOCC3)cc2)cc1 | -27 | -10 | 1.3 | -3 | -3 | 88 | -2 | -33 | -3
COc1ccc2nc(C)cc(SCC(=O)N/N=C/c3ccc(O)c(O)c3)c2c1 | 16 | 4 | -0.2 | 8 | -1 | 106 | -1 | -4 | -7
CCOC(=O)N1CC=C2C(C#N)=C(N)C(C#N)(C#N)[C@H](c3cccs3)[C@H]2C1 | 14 | 1 | 11 | 12 | -10 | 100 | 4 | -33 | ·
O=C(CSc1nc(-c2ccco2)cc(C(F)(F)F)n1)N1CCCc2ccccc21 | -14 | -14 | 1.7 | 3 | 5 | 108 | 6 | 5 | -3
Cn1cc(/C=C2\SC(=S)N(NC(=O)c3cccc(Cl)c3)C2=O)c2ccccc21 | 35 | -35 | 36 | 3 | -21 | 88 | · | -33 | -1
CCN1CCN(CCCNC(=O)c2ccc3c(c2)N(Cc2ccc(C)cc2)CCS3)CC1 | 2 | 0 | -0.2 | 1 | -1 | 102 | 8 | 5 | ·
O=C(NC1CCCC1)C(c1cccnc1)N(C(=O)c1csnn1)C1CC1 (stereo unspecified) | 11 | 0 | 0.7 | 1 | -2 | 85 | -7 | 0 | -3
O=C(Nc1ccc(F)c(Cl)c1)C1CCCCC1 | · | · | -0.9 | -3 | 2 | · | 0 | 1 | -7
CC(NC(=O)CN(C)S(=O)(=O)c1ccc(F)cc1)C1CC2CCC1C2 (stereo unspecified) | · | · | 0.5 | 7 | 1 | · | -1 | -3 | 0
O=C1NC(=O)c2cc(Oc3ccc([N+](=O)[O-])cc3)ccc21 | 39 | -3 | -3.9 | -3 | 4 | 101 | 2 | 10 | -5
CC1S/C(=N/N=C/c2cccs2)NC1=O (stereo unspecified) | 3 | -9 | -2.5 | -5 | -3 | 101 | 2 | 15 | 0
C/C(=N/OC(=O)c1cccc(C(F)(F)F)c1)c1cnccn1 | 30 | -6 | -5.0 | 2 | 1 | 107 | -3 | 0 | 6
CCOC(=O)C1(CCc2ccccc2)CCN(Cc2cccc3nccnc23)CC1 | 13 | -8 | 11 | -10 | 3 | 98 | -10 | -20 | -9
O=C(N/N=C/c1ccccc1O)C1CC(=O)N(c2ccc(Cl)cc2)C1 (stereo unspecified) | 2 | -12 | 1.1 | -3 | 3 | 98 | -3 | -9 | -5
O=C(CCNC(=O)C1CCN(S(=O)(=O)c2ccc(F)cc2)CC1)Nc1ccccc1 | -16 | -6 | 0.1 | 0 | 8 | 93 | -1 | 0 | 3
CC(C)(C)c1ccc(-c2nnc(SCC(=O)NC3CCS(=O)(=O)C3)n2N)cc1 (stereo unspecified) | 31 | 3 | -2.9 | -1 | 5 | 104 | 3 | 12 | -3
CCc1ccc2ncc(S(=O)(=O)c3ccc(C)c(C)c3)c(N3CCCC3)c2c1 | 13 | -10 | 0.4 | -6 | 0 | 125 | 0 | 22 | -3
Cc1c(C)c2c(OCC(=O)Nc3cccnc3)cc3c(c2oc1=O)CCC(C)(C)O3 | 14 | -15 | -0.8 | -1 | 2 | 100 | 7 | 7 | -3
Cc1c(C(=O)NNS(=O)(=O)c2ccccc2Cl)sc(=S)n1C | 7 | 7 | -1.8 | 10 | 3 | 105 | 0 | -15 | 1
COC(=O)c1ccc(NC(=O)CCc2c(C)nc3ncnn3c2C)cc1 | 8 | -3 | 5.8 | 10 | -2 | 102 | 1 | 5 | -5
N#CCCN(Cc1cccnc1)S(=O)(=O)c1ccc2ccccc2c1 | · | · | -0.9 | -1 | 5 | · | 2 | 11 | -5
CC(C)(C)NC(=O)COC(=O)c1c2c(nc3ccccc13)CCC2 | 40 | -4 | 1.4 | -12 | 3 | 102 | 1 | 3 | -7
CCOc1ccc(NC(=O)C2CCCN2S(=O)(=O)c2ccc3c(c2)C(C)(C)C(=O)N3C)cc1 (stereo unspecified) | 25 | -10 | -1.7 | 3 | 9 | 100 | 4 | -5 | 3
COc1cc(NC(=O)CSc2nnnn2Cc2ccc3c(c2)OCO3)cc(OC)c1 | 16 | -3 | 4.6 | 2 | 3 | · | 9 | 13 | 0
C[C@@H](NC(=O)c1nc[nH]c1C(=O)N[C@@H](CCCCNC(=O)OC(C)(C)C)C(=O)OC(C)(C)C)c1ccccc1 | 1 | -19 | -0.1 | -7 | 8 | 92 | 0 | 6 | 1
O=C(NC1CCC1)C1CCC(=O)N(Cc2ccccc2F)C1 (stereo unspecified) | 34 | 7 | -0.2 | -1 | -1 | 89 | -2 | 4 | 2
CCn1c(SCC(=O)NC(C)(C)C)nnc1-c1ccncc1 | 41 | -13 | 0.7 | -9 | 0 | 95 | -4 | 2 | -3

Some of these compounds in order of their number in PHOSPHO1 block, smallest number first:
SMILES | PHOSPHO1 block | p-CIP stab down | CRFBP-R2 agonist | CHRM4 PAM | IDE act | MEKK3 PB1 HTS | IDE inh | CRFR2-BP antag | GalR3 antagonist
COC(=O)c1ccc(NC(=O)CCc2c(C)nc3ncnn3c2C)cc1 | 8 | -3 | 5.8 | 10 | -2 | 102 | 1 | 5 | -5
CCc1ccc2ncc(S(=O)(=O)c3ccc(C)c(C)c3)c(N3CCCC3)c2c1 | 13 | -10 | 0.4 | -6 | 0 | 125 | 0 | 22 | -3
O=C(NC1CCC1)C1CCC(=O)N(Cc2ccccc2F)C1 (stereo unspecified) | 34 | 7 | -0.2 | -1 | -1 | 89 | -2 | 4 | 2

Other structures
SMILES | PHOSPHO1 block | p-CIP stab down | CRFBP-R2 agonist | CHRM4 PAM | IDE act | MEKK3 PB1 HTS | IDE inh | CRFR2-BP antag | GalR3 antagonist
COc1cccc(OC)c1OCCNC(C)(C)C | -1 | -8 | 0.1 | 12 | 5 | 114 | 1 | -5 | -5
CCc1nnc(NC(=O)CSc2nc3cccnc3n2C2CCCCC2)s1 | -3 | -12 | -2.0 | -3 | 3 | 104 | 8 | -44 | -6
CN(C)CCN(C(=O)C1=COCCO1)c1nc2ccc(Cl)cc2s1 | 18 | 0 | 3.4 | -1 | 3 | 101 | 2 | -10 | -5
CC1C(=O)Nc2ccccc2N1C(=O)c1ccc(Cl)cc1 (stereo unspecified) | 30 | 1 | 0.4 | -7 | 3 | 105 | 0 | 6 | -6
O=C(O)C1OC(C(=O)O)C(C(=O)O)C1C(=O)O (stereo unspecified) | · | · | -3.0 | 8 | 3 | · | · | -4 | -7
COCCNC(=O)c1cc(Br)ccc1Cl | 7 | -9 | 0.6 | 16 | -4 | 107 | 9 | -4 | 1
COc1ccc(-c2cc(C(=O)NC(Cc3cc4ccccc4[nH]3)C(=O)O)c(C)o2)cc1OC (stereo unspecified) | -7 | 12 | -0.7 | -1 | 2 | 65 | 2 | 8 | -4
CCCOC(=O)CSC1=C(C#N)C(c2ccccc2Cl)CC(=O)N1 (stereo unspecified) | 1 | -14 | 0.8 | -6 | 5 | · | 2 | -9 | 1
CCC(C)NC(=O)c1nn(C)c(=O)c2ccccc12 (stereo unspecified) | 28 | -4 | -0.7 | 16 | 2 | · | 2 | 2 | -3
CC1(C)Oc2nc3ccccc3n2/C1=C\C#N | -14 | -5 | 4.7 | -3 | 3 | 87 | 2 | 10 | -2
O=C(NC(=S)Nc1ccc(S(=O)(=O)N2CCCC2)cc1)c1cccs1 | -16 | -10 | 0.1 | -14 | -1 | 99 | 4 | -16 | -3
CS(=O)(=O)c1nc(S(=O)(=O)c2ccc(Cl)cc2)c(N2CCC(O)CC2)s1 | 44 | -16 | 0.5 | 0 | 9 | 100 | 4 | -23 | -7
CCN1C[C@@H]2[C@@H]3C(=O)N(C)C(=O)[C@@H]3[C@](Cc3ccccc3)(C1=O)N2C(=O)c1ccc(Cl)c(Cl)c1 | · | · | 3.3 | 7 | 1 | · | · | 15 | -6
Cc1cccc(N2CCN(CC(O)COc3ccc(Cl)cc3)CC2)c1 (stereo unspecified) | 20 | -1 | -0.6 | -2 | 1 | 89 | -7 | -21 | -9
Cc1ccc(S(=O)(=O)N2CCCSCC2)cc1 | 24 | -3 | 1.1 | 3 | 2 | 110 | -8 | -4 | 0
O=C(c1ccncc1)N1N=C(C2CCCCC2)CC1(O)C(F)(F)F (stereo unspecified) | 21 | 4 | -3.5 | -13 | · | 52 | -8 | 12 | -4
CCOc1ccc(NC(=O)Cn2nnc(-c3ccc(C(N)=O)cc3)n2)cc1S(=O)(=O)N1CCCC1 | · | · | 0.7 | 1 | -1 | · | · | 4 | 3
COC(=O)C1=C(C)NC(=O)/C1=C\c1cc(C)n(-c2cccc(C)c2)c1C | 38 | -8 | 10 | 13 | 3 | 102 | 0 | -6 | 0
Cc1n[nH]c(C)c1CCCCOc1ccccc1F | 27 | -13 | 3.1 | -3 | 4 | 109 | 1 | 3 | -12
CC(Sc1nnc2c(n1)[nH]c1ccccc12)C(=O)NC1CCCCC1 (stereo unspecified) | 46 | -7 | -2.9 | 1 | 1 | 100 | -6 | 0 | -9
c1nc(NC2CCCCC2)c2[nH]cnc2n1 | -7 | -8 | -1.1 | -3 | 0 | 102 | -7 | -10 | -4
CCCCn1c(N)c(N(CCOC)C(=O)Cn2c(=O)oc3ccccc32)c(=O)[nH]c1=O | · | · | 4.5 | 3 | 3 | · | 3 | 13 | -3
Cc1ccc(S(=O)(=O)Nc2ccccc2/C=N/c2nc3ccccc3n2C(C)C)cc1 | 4 | 3 | -1.9 | 5 | -5 | 100 | 0 | 26 | -1
Cc1ccc(-n2nc3c(=O)n(CC(=O)NC4CCCCCC4)nc(C)c3c2C)cc1 | 32 | 9 | -1.2 | -2 | 4 | 103 | -1 | 21 | -7
COc1cc(C(=O)NCCC(=O)NC(C)C)cc(OC)c1OC | 20 | -14 | 2.4 | 6 | -5 | 87 | 4 | 13 | -2
O=C(CCc1ccccc1)Nc1nccs1 | 3 | -1 | 0.0 | -5 | 0 | 98 | -2 | -4 | -6
CCc1noc(C)c1C(=O)N1CCCSC1=Nc1ccccc1OC | · | · | 0.0 | -1 | 4 | · | -1 | 7 | -4
CC1CCN(C(=O)C2CCCN2S(=O)(=O)c2ccc(Cl)cc2)CC1 (stereo unspecified) | 31 | -24 | -0.8 | 7 | -1 | 103 | 0 | -7 | -2
O=C(CCS(=O)(=O)c1ccccc1)Nc1ccc2c(c1)OCO2 | 40 | -6 | -5.7 | 2 | 5 | 109 | 2 | 1 | -4
Cc1ccc(C(=O)C(C)OC(=O)c2cc(=O)[nH]c3ccccc23)cc1 (stereo unspecified) | · | · | -2.2 | 19 | 0 | · | 5 | -7 | -6
